Screens as filed in PubChem.
ARNT-TACC3 inh = disrupts binding between human ARNT and TACC3. Q9Y6A5. AlphaScreen His-ARNT PAS-B/GST-TACC3 binding, luminescence; TACC3 fragment carries E629A point mutation. inhibition, % at 9.99 µM. 390,000 compounds, 0.66% hits;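 active = mean inhibition of replicates at least 50% and at least half of replicates each reaching 50%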;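 note: 0% = complete ARNT plus TACC3 wells and 100% = ARNT alone without TACC3; many hits fall short of the cut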
GSIS activator = GLuc luminescence reporter in INS-1E cells, primary screen for activators of glucose-dependent secretion of insulin. INS-1E GLuc reporter insulin secretion, 2-3 h. 370,000 compounds, 0.61% hits. AID 743287. activation, % at 16.6 µM;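 active = lowest replicate activation of at least 40%, so every replicate reaches that level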;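 note: 0% = median of neutral control wells and 100% = median of IBMX positive control wells; some compounds called inactive have numbers as strong as hits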
esBAF inh = SWI/SNF esBAF complex inhibition. reporter increase, % at 12.5 µM. mouse ES cells, Bmi1-luciferase knock-in reporter, 24 h; 100% = twice the neutral-well signal. 350,000 compounds, 2% hits; in the data active = activation above about 40%;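 note: 0% = median of the plate's neutral control wells and 100% = double that signal; a rise in the Bmi1 reporter signal indicates esBAF inhibition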
CFTR F508del cor = CFTR F508del correction in bronchial cells | CFBE cells, YFP halide quenching; stimulated with forskolin plus potentiator P3; % fluorescence drop versus neutral controls | activity (quench increase), % at 7.58 µM | 350,000 compounds, 0.36% hits | AID 720511;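 active = mean added fluorescence quench of at least 8% versus neutral control, with both replicates also reaching 8%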;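 note: cells transiently co-express mutant CFTR-F508del with the halide-sensitive YFP; corrector assay measuring rescue of mutant channel to the surface after 24 h compound exposure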
XiGFP reactiv = X-chromosome reactivation activator | XiGFP mouse fibroblasts, % GFP-positive cells imaging, 3 d; cells co-treated with 5-aza-dC sensitizer; scaled so ellipticine positive control = 100% | activation, % at 7.58 µM | AID 743238 | 360,000 compounds, 0.055% hits;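 active = mean normalized replicate activation at least 10% and every replicate at or above 10%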;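 note: 0% = median of on-plate neutral control wells and 100% = ellipticine 6 µM median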
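Material: XiGFP fibroblasts, SV40-immortalized. Buffer or medium: DMEM plus 5-aza-dC sensitizer. Compound: single concentration per compound, delivered by pin transfer. Times: 3 days compound exposure. Controls: ellipticine 6 µM.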
RAD52 inh = RAD52 (human) annealing inhibition; recombinant RAD52 DNA annealing, FRET fluorescence; inhibition, % at 18.7 µM; 360,000 compounds, 0.46% hits; AID 651710;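 active = every replicate showing at least 50% inhibition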
ERAP1 inh = blocks human ERAP1 aminopeptidase activity; 340,000 compounds, 0.15% hits; Q9NZ08; recombinant ERAP1, Leu-AMC fluorescence, 60 min; inhibition, % at 10.7 µM;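 active = mean replicate inhibition of at least 30%, or all replicates individually reaching that 30% level; inactive = mean below 30% and not every replicate reaching it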;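 note: 0% = neutral control wells and 100% = L-leucinethiol positive control wells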
Target sequence (Q9NZ08 whole entry, looked up): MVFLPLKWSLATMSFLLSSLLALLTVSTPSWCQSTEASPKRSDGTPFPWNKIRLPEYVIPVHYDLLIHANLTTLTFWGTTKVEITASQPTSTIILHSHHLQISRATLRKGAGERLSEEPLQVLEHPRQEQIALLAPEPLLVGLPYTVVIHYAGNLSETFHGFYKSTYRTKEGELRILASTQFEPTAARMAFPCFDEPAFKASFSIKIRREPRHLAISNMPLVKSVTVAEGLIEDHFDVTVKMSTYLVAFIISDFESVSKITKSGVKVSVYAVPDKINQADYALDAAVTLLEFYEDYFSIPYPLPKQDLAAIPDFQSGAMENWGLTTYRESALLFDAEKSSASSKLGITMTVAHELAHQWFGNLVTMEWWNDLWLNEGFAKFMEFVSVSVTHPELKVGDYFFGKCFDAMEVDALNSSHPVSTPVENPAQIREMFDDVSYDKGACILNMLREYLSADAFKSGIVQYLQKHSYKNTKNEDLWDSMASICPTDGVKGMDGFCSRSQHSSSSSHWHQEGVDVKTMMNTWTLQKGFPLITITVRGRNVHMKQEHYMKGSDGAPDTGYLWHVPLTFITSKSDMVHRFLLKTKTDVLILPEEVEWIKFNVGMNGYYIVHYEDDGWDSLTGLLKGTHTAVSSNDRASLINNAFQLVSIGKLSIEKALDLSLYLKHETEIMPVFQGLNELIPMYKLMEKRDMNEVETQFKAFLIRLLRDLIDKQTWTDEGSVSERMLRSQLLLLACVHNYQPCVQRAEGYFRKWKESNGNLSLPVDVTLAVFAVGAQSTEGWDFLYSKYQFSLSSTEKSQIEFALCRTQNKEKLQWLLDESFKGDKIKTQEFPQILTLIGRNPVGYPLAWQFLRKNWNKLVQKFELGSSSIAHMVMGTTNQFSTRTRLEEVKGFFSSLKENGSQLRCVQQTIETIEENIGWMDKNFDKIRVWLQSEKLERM
RAD54 inh = RAD54 (human) branch migration inhibition; inhibition, % at 10.4 µM; RAD54 Holliday junction branch migration, FAM/BHQ fluorescence; 360,000 compounds, 0.14% hits;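 active = mean normalized replicate activity at least 40 and at least half of replicates scoring 40 or more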;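 note: 0% = median of neutral control wells and 100% = median of positive control wells; inhibitors cause a drop in the FAM fluorescence signal; in these data hits start at about 50%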
* = called active by the depositor; / = not tested or not shown; & = joins results of further samples.

SMILES	ARNT-TACC3 inh	GSIS activator	esBAF inh	CFTR F508del cor	XiGFP reactiv	RAD52 inh	ERAP1 inh	RAD54 inh
COc1ccc(NC(C)=[N+](C)CCNS(=O)(=O)c2ccc(Cl)cc2)cc1	1.7	17.0	-2.2	-2.1	0.0	-6.4	11.0	-0.5
CC(Sc1nc(-c2ccccc2)cc(C(F)(F)F)n1)C(=O)Nc1sc2c(c1C(N)=O)CCC2 (centres undefined)	-6.6	11.0	-11.3	/	0.1	/	/	/
CCOC(=O)CSc1nnc(Cc2cc(=O)[nH]c(=O)[nH]2)n1-c1cccc(OC)c1	-2.0	-4.0	-3.7	/	/	-5.3	2.3	7.8
COc1ccc(-c2nnn(-c3ccc(Cl)cc3Cl)c2N)cc1	-2.2	-8.2	/	-0.1	-0.1	-26.6	/	/
CC(C)n1cc(/C=N/Nc2ccc(C(=O)O)cc2)c2ccccc21	-2.4	11.5	20.2	-4.9	0.0	-16.1	-2.4	-7.3
Cc1ccc(NC(=O)CSc2nnc3ccc(-c4ccncc4)nn23)cc1	1.8	2.8	/	-0.7	0.1	-5.0	2.0	-1.8
Cc1ccc2c(c1)N(Cc1ccccn1)C(=O)C(C)O2 (centres undefined)	-2.5	13.0	5.4	/	/	2.2	2.9	-0.9
O=C(N[C@H]1CC[C@@H](CCNC(=O)C2CCCC2)O[C@H]1CO)c1ccccn1	-1.7	-6.7	-0.8	1.1	0.0	-10.3	3.0	13.4
CSc1nc2ccc(S(=O)(=O)N3CCCC3)cc2s1	-2.5	11.5	-4.1	/	/	/	/	-2.0
Cc1nc2nc[nH]n2c(=O)c1NS(=O)(=O)c1ccc(C(C)(C)C)cc1	-4.2	12.6	-2.6	1.7	0.1	-19.6	-1.0	-6.8
COc1ccc(-c2nnc(NC(=O)C3CC3)o2)cc1	23.1	1.2	/	0.0	0.4	-23.7	-6.0	/
Cc1noc(C)c1NC(=O)N(C)C[C@H]1Oc2ccc(NC(=O)Cn3cnnn3)cc2C(=O)N([C@H](C)CO)C[C@@H]1C	-6.4&-5.5	-2.6&18.4	-5.2&0.3	1.6&0.3	0.1&0.4	-34.0&-16.4	2.6&1.6	3.2&7.5
COc1cccc(NC(=O)COC(=O)C2C3CC4OC(=O)C2C4C3)c1 (centres undefined)	0.5	-8.6	7.6	-0.6	0.4	-14.1	4.8	-8.2
C[C@H](O)[C@@H]1C(=O)N2CCc3c([nH]c4c(-c5ccc6c(c5)OCO6)cccc34)[C@@H]2C[C@@H]1N(C)C(=O)c1ccco1	/	-14.3	/	-0.4	0.6	19.0	1.9	/
Cc1ccc(S(=O)(=O)Nc2ccc3c(c2)C(=O)N([C@H](C)CO)C[C@H](C)[C@@H](CN(C)CC2CCCCC2)OCCCC[C@H](C)O3)cc1	0.9	9.4	-3.0	1.1	0.4	40.6	0.8	-2.7
C[C@@H]1CN([C@@H](C)CO)C(=O)c2cc(NC(=O)Nc3ccc(F)cc3)ccc2O[C@@H](C)CCCCO[C@@H]1CN(C)S(=O)(=O)c1ccccc1	-9.8	7.4	1.9	1.5	0.0	38.2	3.0	5.3
COC(=O)C[C@H]1CC[C@@H]2[C@@H](COc3ccc(NC(=O)Cc4cccs4)cc3C(=O)N2C)O1	6.0	2.5	-0.2	/	0.0	4.1	-0.6	3.6
O=C(NCCN1CCN(C(=O)c2ccc(Br)cc2)CC1)c1ccc(Br)cc1	-15.5	-24.5	9.0	-0.2	0.0	-13.9	1.2	-1.2
C=C1CCN([C@@H](CC(C)C)C(=O)NCc2ccc(Cl)cc2)S(=O)(=O)c2ccccc21	-4.4	-11.3	-14.5	-1.4	0.1	-13.9	0.8	3.0
Cc1sc(NC(=O)c2ccccc2F)c(CN2CCCCC2C)c1C (centres undefined)	-7.6	12.4	/	1.6	0.0	-24.6	-2.0	-4.1

Single records, as listed above. Order of values: ARNT-TACC3 inh, GSIS activator, esBAF inh, CFTR F508del cor, XiGFP reactiv, RAD52 inh, ERAP1 inh, RAD54 inh
Record of O=C(N[C@H]1CC[C@@H](CCNC(=O)C2CCCC2)O[C@H]1CO)c1ccccn1 = -1.7, -6.7, -0.8, 1.1, 0.0, -10.3, 3.0, 13.4
Record of O=C(NCCN1CCN(C(=O)c2ccc(Br)cc2)CC1)c1ccc(Br)cc1 = -15.5, -24.5, 9.0, -0.2, 0.0, -13.9, 1.2, -1.2
Record of C[C@H](O)[C@@H]1C(=O)N2CCc3c([nH]c4c(-c5ccc6c(c5)OCO6)cccc34)[C@@H]2C[C@@H]1N(C)C(=O)c1ccco1 = /, -14.3, /, -0.4, 0.6, 19.0, 1.9, /
Record of COC(=O)C[C@H]1CC[C@@H]2[C@@H](COc3ccc(NC(=O)Cc4cccs4)cc3C(=O)N2C)O1 = 6.0, 2.5, -0.2, /, 0.0, 4.1, -0.6, 3.6
Record of CSc1nc2ccc(S(=O)(=O)N3CCCC3)cc2s1 = -2.5, 11.5, -4.1, /, /, /, /, -2.0

Reprinted at random: 2 compounds from above.
SMILES	ARNT-TACC3 inh	GSIS activator	esBAF inh	CFTR F508del cor	XiGFP reactiv	RAD52 inh	ERAP1 inh	RAD54 inh
Cc1noc(C)c1NC(=O)N(C)C[C@H]1Oc2ccc(NC(=O)Cn3cnnn3)cc2C(=O)N([C@H](C)CO)C[C@@H]1C	-6.4&-5.5	-2.6&18.4	-5.2&0.3	1.6&0.3	0.1&0.4	-34.0&-16.4	2.6&1.6	3.2&7.5
COc1ccc(-c2nnc(NC(=O)C3CC3)o2)cc1	23.1	1.2	/	0.0	0.4	-23.7	-6.0	/

(more compounds)
SMILES	ARNT-TACC3 inh	GSIS activator	esBAF inh	CFTR F508del cor	XiGFP reactiv	RAD52 inh	ERAP1 inh	RAD54 inh
CSc1cccc(NC(=S)N2CCCN(Cc3ccc(F)cc3)C2)c1	0.6	-18.8	-0.9	0.8	0.1	-51.1	-0.8	/
O=C(NNC(=O)c1ccc2ccccc2n1)c1ccc(O)cc1	18.0	7.5	29.2	4.4	0.2	0.7	-0.6	2.0
CN(C)C=Nc1ncc2c3ccccc3n(Cc3ccccc3)c2c1C#N	-1.2	25.9	0.8	/	/	/	/	0.1
CCOc1ccc2[nH]c3c(NCCO)ncnc3c2c1	-7.1	21.6	18.8	-0.7	0.4	-5.2	4.4	18.0
COC(=O)[C@]12CCCCC=C1N(Cc1ccc(Cl)cc1Cl)C(=O)[C@H](CC(=O)NCCC(C)C)C2	/	-1.9	/	-0.1	0.0	-1.4	0.1	/
CCOC(=O)CN1CC23C=CC(O2)C(C(=O)NCc2ccc(C)cc2)C3C1=O (centres undefined)	-0.8	/	2.3	-2.7	0.4	-11.4	0.2	-1.3
CCn1nc(C)c(C2C(C#N)=C(N)Oc3n[nH]c(C)c32)c1C (centres undefined)	-5.6	-3.3	/	-0.8	0.1	1.7	1.7	/
O=C(CSc1ncnc2c1nnn2Cc1ccccc1F)NCC1CCCO1 (centres undefined)	1.0	-15.9	/	-2.3	0.2	-17.7	1.7	-0.1
CCCNS(=O)(=O)c1cc2c(cc1Br)CCN2C(=O)CC	-0.3	18.6	3.7	1.0	0.0	-16.4	1.9	0.9
Cc1cccc(N(C)S(=O)(=O)c2ccc3c(c2)NC(=O)CC(=O)N3)c1	-4.3	5.7	-1.5	0.0	0.2	-14.1	-2.1	-2.3
O=C(Cc1ccccc1)NNC(=O)C1CCN(c2ncccn2)CC1	-0.5	4.0	/	-1.2	0.0	-6.8	-1.1	/
C[C@@H]1CN([C@@H](C)CO)C(=O)c2cc(NS(=O)(=O)c3cn(C)cn3)ccc2O[C@@H](C)CCCCO[C@H]1CN(C)CC1CC1	0.8	8.1	-0.5	1.3	-0.1	-5.1	-0.3	1.2
O=C(COC(=O)Cc1ccc(Br)cc1)NC1CCCC1	/	/	-3.0	1.3	0.2	2.7	0.3	0.9
Cc1ccc(NC(=O)c2cccc(S(=O)(=O)N3CCCc4ccccc43)c2)nc1	-3.9	-27.4	5.5	0.6	0.1	-1.9	-8.1	3.5
COC(=O)[C@]12CCCCC=C1N(Cc1ccc3c(c1)OCO3)C(=O)[C@H](CC(=O)NCc1ccc(OC)c(OC)c1)C2	/	-18.9	/	0.2	0.1	-0.8	/	/
C[C@H]1CN([C@@H](C)CO)C(=O)Cc2cc(NC(=O)CCN3CCOCC3)ccc2O[C@@H]1CN(C)S(=O)(=O)c1ccccc1	2.2	17.3	-0.3	-1.7	0.0	-3.5	-1.8	-13.1
CCOCc1c(C(=O)Nc2ccc3nc(N4CCOCC4)sc3c2)oc2ccccc12	4.6	21.4	20.7	-3.5	0.1	-10.6	-0.9	6.0
COc1ccc(NC(=O)N(C)C[C@@H]2Oc3ccc(NC(=O)Nc4cccc5ccccc45)cc3CC(=O)N([C@@H](C)CO)C[C@@H]2C)cc1	5.4	-12.4	27.9	0.3	0.0	9.2	-5.6	7.3
Cc1nc2c(-c3ccc(F)cc3)c(C)nn2c(C)c1CCC(=O)NC(C)CCc1ccco1 (centres undefined)	2.7	21.1	10.3	-3.4	0.2	-14.8	8.9	-2.6
COc1ccc(S(=O)(=O)Nc2ccc3c(c2)CC(=O)N([C@H](C)CO)C[C@H](C)[C@H](CN(C)C(=O)Nc2ccc(F)cc2)O3)cc1	5.0	-14.9	0.6	0.4	0.0	/	/	5.7
O=C(/C=C/c1ccc(Cl)cc1)N(c1ccccn1)C1CCCCC1	6.6	4.9	8.6	/	-0.1	-0.5	-0.9	0.2
COc1ccccc1C(=O)NCCN1CCC(n2c(=O)[nH]c3ccccc32)CC1	/	3.9	/	-0.9	0.2	0.0	-13.1	/
COc1cccc(NC(=O)CN(C)C(=O)CSc2ccc3c(c2)OCCO3)c1	/	-6.9	1.0	-1.8	0.0	-6.3	0.6	-5.9
C/C(=N\N1CCN(c2ccccc2)CC1)c1ccncc1	-3.9	16.3	/	-0.4	0.0	-4.5	2.7	/
CCn1c(SCC(=O)NCc2cccs2)nnc1-c1cccs1	-9.0	/	0.4	-0.9	/	-2.8	-6.1	/
CC1(C)Cc2c(sc3nc(-c4cccs4)n(N)c(=O)c23)CO1	-1.3	-33.0	72.6*	/	/	/	/	-0.8
O=C(c1cccnc1)N1CC[C@@H]2[C@H](CO)Nc3ccc(-c4ccccc4)cc3[C@@H]21	3.9	8.6	4.7	3.6	0.3	-120.3	-3.1	-1.5
O=C(/C=C/c1ccco1)NC(=S)Nc1ccc(C(=O)O)cc1	9.1	7.3	/	1.2	0.0	-90.1	1.8	/
COc1ccc(Br)cc1/C=C/C(=O)NCC(=O)O	-1.6	17.5	/	-0.8	0.2	-5.4	1.8	/
Cc1c(C(=O)Nc2ccccc2)sc2ncn(CC(=O)N3CCCCC3)c(=O)c12	0.4	2.5	-5.5	2.8	0.1	-26.2	-8.0	8.0
CC1(C(=O)Nc2ccc3c(c2)OCCO3)CCN1C(=O)c1ccccc1CCc1ccccc1 (centres undefined)	/	/	-10.2	0.1	0.0	-7.5	-0.2	-2.8
COc1ccc(Nc2c3ccccc3nc3ccccc23)cc1	7.1	24.8	-12.8	6.9	-0.1	73.2*	-68.3	100.7*
CCCN1C(=O)c2cc(C(=O)NC3CCCCCC3)ccc2C1O (centres undefined)	-1.6	1.5	6.2	-4.5	0.1	-11.7	/	6.2

Structures shown so far with a cyano group, in the order listed:
SMILES	ARNT-TACC3 inh	GSIS activator	esBAF inh	CFTR F508del cor	XiGFP reactiv	RAD52 inh	ERAP1 inh	RAD54 inh
CN(C)C=Nc1ncc2c3ccccc3n(Cc3ccccc3)c2c1C#N	-1.2	25.9	0.8	/	/	/	/	0.1
CCn1nc(C)c(C2C(C#N)=C(N)Oc3n[nH]c(C)c32)c1C (centres undefined)	-5.6	-3.3	/	-0.8	0.1	1.7	1.7	/
